Bioassay records (PubChem)
14-3-3 PPI: modulators of 14-3-3 gamma protein binding, primary screen, biochemical, fluorescence polarization. FP, 14-3-3gamma / TMR-pS259-Raf peptide binding. inhibition, % at 40 µM. AID 422, 2006. 160,000 compounds, 0.19% hits. 14-3-3 protein gamma (Homo sapiens), P61981; in the data active = inhibition above about 30%;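 also: 0% = protein plus tracer without compound and 100% = blank with tracer alone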
Target sequence (P61981 whole entry, looked up): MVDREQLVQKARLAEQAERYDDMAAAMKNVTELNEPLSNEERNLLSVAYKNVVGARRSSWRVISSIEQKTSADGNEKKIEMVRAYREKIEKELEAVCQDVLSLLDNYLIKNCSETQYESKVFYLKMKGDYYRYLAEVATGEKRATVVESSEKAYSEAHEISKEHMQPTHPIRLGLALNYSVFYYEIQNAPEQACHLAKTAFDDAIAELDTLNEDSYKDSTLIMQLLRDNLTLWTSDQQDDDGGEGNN
Starred values were filed as active, the others as inactive; & = joins results of further samples. Not all compounds are listed; count on the stated rates, not on these rows.

canonical_smiles	14-3-3 PPI
CCCn1c(=O)c2ccccc2n2c(SCC(=O)NCc3cccs3)nnc12	-6.3
Cc1cc2c(cc1C)-c1nnc(-c3ccc4ccccc4n3)n1C(C)(C)C2	-8.0
OC(COc1ccccc1)COc1ccccc1	-1.2
CCOc1ccc(NC(=O)CSc2nnc(-c3ccncc3)n2-c2ccccc2)cc1	0.1
CC1=C(C(=O)OCc2ccccc2)C2(C(=O)Nc3ccc(Br)cc32)C(C(=O)OCc2ccccc2)=C(N)O1 (stereo unspecified)	-1.6
CN(CC(=O)N1CCN(c2ccccc2)CC1)S(=O)(=O)c1ccc(Br)s1	6.0
COc1cc(NS(=O)(=O)c2ccc(NC(=O)c3ccc4c(c3)c(C)c(C)n4C)cc2)ncn1	-15.8
Cc1cc(C)c(S(=O)(=O)NC(C)C2C3CC4CC(C3)CC2C4)c(C)c1 (stereo unspecified)	-13.3
Nc1ccc2nc(SCc3ccc(Br)cc3)sc2c1	-13.8
CCOC(=O)N1CCN(Cc2oc(CO)cc(=O)c2O)CC1	-1.9
Cc1c(C(=O)O)oc2ccc(S(=O)(=O)N(CC(C)C)CC(C)C)cc12	4.9&2.5
CNC(=O)CC(C(=O)O)c1ccc(OCC(C)C)cc1 (stereo unspecified)	-2.1
CC1=C(C(=O)OC(C)C)C(c2ccccc2C(F)(F)F)CC(=O)N1 (stereo unspecified)	-6.5
Cc1nnc(SCC(=O)Nc2cc(C(=O)O)cc(C(=O)O)c2)s1	0.1
Cc1ccc(O)c(-c2cc(-c3ccccc3C)[nH]n2)c1	2.5
CN(CC(=O)N1CCN(C(=O)c2ccco2)CC1)S(=O)(=O)c1cccc2nsnc12	-17.9
CCc1nnc(NC(=O)C(NS(=O)(=O)c2ccc3c(c2)OCCO3)C(C)C)s1 (stereo unspecified)	0.6
CCOC(=O)C1=CN(C(C)C)C=C(C(=O)OCC)C1c1cc(Br)ccc1OC	-1.8
COc1ccc(-n2nc(N)c(C(N)=O)n2)cc1	-4.0
CCCOC(=O)c1ccc2c(c1)C(=O)N(c1ccc(OC)cc1)C2=O	-15.1
O=C1c2oc3ccccc3c(=O)c2C(c2cccnc2)N1Cc1ccco1 (stereo unspecified)	-3.9
COc1ccc(C)cc1NC(=O)CN1CCN(c2ccccc2F)CC1	-7.1&-5.0
CC(C)(C)c1ccc(C2SCC(=O)N2c2ccc(F)cc2)cc1 (stereo unspecified)	-1.9
O=c1[nH]c(C=Cc2c[nH]c3ccccc23)c([N+](=O)[O-])c(=O)[nH]1	-0.3
Cn1c(=O)[nH]c(=O)c2c1nc(Br)n2Cc1ccccc1F	0.1
COc1ccc(-n2ccnc2SCC(=O)Nc2ccc(C)cc2C)cc1	-4.5
COc1ccc(OC)c(N2C(N)=C(C#N)C(c3ccc(OC)c(O)c3)C3=C2CC(C)(C)CC3=O)c1 (stereo unspecified)	-2.7
CCCCNC(=O)CCn1c(=O)c2ccccc2n(Cc2ccccc2F)c1=O	-0.1
COc1cc(OC)cc(C(=O)Nc2ccc(S(=O)(=O)Nc3ncccn3)cc2)c1	-5.1
COc1ccc(Cn2c(=O)[nH]c3cc(C(=O)NC4CC4)ccc3c2=O)cc1	-3.1

Exported as labelled records: part of the list above
CC1=C(C(=O)OC(C)C)C(c2ccccc2C(F)(F)F)CC(=O)N1 (stereo unspecified)
  14-3-3 PPI = -6.5
Cc1nnc(SCC(=O)Nc2cc(C(=O)O)cc(C(=O)O)c2)s1
  14-3-3 PPI = 0.1

The list continues.
canonical_smiles	14-3-3 PPI
Cc1ccc(S(=O)(=O)C2(C(=O)N3CCN(Cc4ccc5c(c4)OCO5)CC3)CC2)cc1	0.3
Cn1c(-c2c(N)n(C3CCCC3)c3nc4ccccc4nc23)nc2ccccc21	-9.0
Cc1ccc(CNS(=O)(=O)c2ccc(F)c(C(=O)Nc3ccc(C)c(C)c3)c2)cc1	-6.8
COc1cc(OC)c(OC)cc1/C=N/n1c(C)nnc1C	6.5
Cn1ccnc1SCC(=O)c1ccc(Cl)cc1	8.3
COc1ccc(CNn2c(C)nc3ccccc3c2=O)cc1	-2.0
CCOC(=O)CCCNC(=O)CCNC(=O)c1ccc(OC(C)C)cc1	-0.1
CS(C)(=O)=NS(=O)(=O)c1ccc(Cl)cc1	-4.3
COc1ccc2cc(CN(Cc3ccco3)Cc3nnnn3C3CCCCC3)c(=O)[nH]c2c1	-0.4
CCOCCn1c(SCC(=O)Nc2ccccc2)nc2c1c(=O)[nH]c(=O)n2C	11.1
CN(C)c1cc2c(Nc3ccc4c(cnn4Cc4ccccc4)c3)ncnc2cn1	-11.7
c1ccc(OCc2nc3ccccc3s2)cc1	0.2
COc1ccc(N(C(=O)COc2ccc(F)cc2)S(=O)(=O)c2ccc(Cl)cc2)cc1	-14.9
C=CCn1c(SCC(=O)O)nnc1-c1sc2ccccc2c1Cl	-3.7
NC(=O)c1c(NC(=O)COc2ccc(F)cc2)sc2c1CCCC2	-2.9
COc1ccc(C(NC(=O)CNC(C)=O)C(=O)Nc2ccc3c(c2)OCCO3)cc1 (stereo unspecified)	-6.2
CCC(=O)Nc1sc2c(c1C(=O)Nc1ccc(C)cc1)CCC2	-0.2
CCCCNC(=O)c1c(O)c2cccc3c2n(c1=O)CCC3	2.4&4.0
CCOc1cc2[nH]c(=O)n(CCCCC(=O)NC3CCCCCC3)c(=O)c2cc1OCC	-4.0
O=C(CC1C(=O)Nc2ccccc2N1S(=O)(=O)c1cccs1)Nc1cccc(Cl)c1 (stereo unspecified)	-1.7
O=C(NC1CCCC1)c1cc2nc(-c3ccc(F)cc3)cc(C(F)(F)F)n2n1	-6.9
CCOC(=O)C(C(=O)Nc1ncccn1)C1CCCCC1 (stereo unspecified)	-12.8
O=C(CCS(=O)(=O)c1cccc2nsnc12)N1CC(=O)N(CCc2ccccc2)C(=O)C1	-7.6
COC(=O)c1ccc(C2C3=C(CC(C)(C)CC3=O)N(c3ccc(F)cc3)C3=C2C(=O)CC(C)(C)C3)cc1	-6.4
Cc1nn2c(NCCCN3CCOCC3)c3c(nc2c1-c1ccccc1)CCC3	-8.9
COc1ccc(C(=O)Nc2cc(C)on2)cc1	-6.2
O=C(CSc1nc2ccccc2s1)Nc1ccc(C(=O)O)cc1	-6.8
CCCC(=O)Nc1cccc(NC(=O)CN2CCN(c3ccccc3OC)CC2)c1	5.3
CCOc1ccc(-c2csc(NC(=O)C3CCCO3)n2)cc1 (stereo unspecified)	1.3
CC1CCCCN1S(=O)(=O)c1ccc(C(=O)Nc2nnc(-c3ccc(F)cc3)o2)cc1 (stereo unspecified)	-10.0

Four structures already listed, ordered by molecular weight, lowest first:
canonical_smiles	14-3-3 PPI
COc1ccc(-n2nc(N)c(C(N)=O)n2)cc1	-4.0
CCCCNC(=O)CCn1c(=O)c2ccccc2n(Cc2ccccc2F)c1=O	-0.1
CN(CC(=O)N1CCN(C(=O)c2ccco2)CC1)S(=O)(=O)c1cccc2nsnc12	-17.9
COc1ccc(OC)c(N2C(N)=C(C#N)C(c3ccc(OC)c(O)c3)C3=C2CC(C)(C)CC3=O)c1 (stereo unspecified)	-2.7

The listing continues:
canonical_smiles	14-3-3 PPI
COc1ccc(N(C(=O)c2ccccc2F)C2CS(=O)(=O)CC2OC(=O)c2ccccc2F)cc1 (stereo unspecified)	-2.3
O=C(Cn1cnc2c(nnn2-c2ccc(F)cc2)c1=O)N1CCCc2ccccc21	-10.3
O=C(NCC(c1cccnc1)N1CCOCC1)c1ccco1 (stereo unspecified)	-11.6
O=C(O)CCNc1ccc(C(F)(F)F)cc1[N+](=O)[O-]	-1.2
Cc1ccc(NC(=O)CCNS(=O)(=O)c2cccc3nonc23)c(Cl)c1	-11.7
O=C(Nc1ccc2oc(-c3ccc(F)cc3)nc2c1)c1ccc(Cl)c([N+](=O)[O-])c1	-58.1
CCOc1ccc(OCc2cccc(C(=O)N3CCCC3)c2)cc1	-0.8
Cc1c(Cl)c([N+](=O)[O-])nn1CC(=O)NCc1cccnc1	-15.8
CCOC(=O)c1cc2c(=O)n3ccccc3nc2n(CCCOC)c1=NC(=O)c1ccccc1[N+](=O)[O-]	-1.3
CCOC(=O)C1=C(C)N(CCO)C(=O)NC1c1ccc(OCC)cc1 (stereo unspecified)	1.9
Cc1cccc(Oc2cc(NC(=O)c3cc4nc(-c5ccccc5)cc(C)n4n3)cc([N+](=O)[O-])c2)c1	3.0
CC1CCCCN1C(=O)CSc1nnc(-c2c[nH]c3ccccc23)o1 (stereo unspecified)	-12.4
COc1cc(C2C3=C(CC(C)(C)CC3=O)OC3=C2C(=O)CC(C)(C)C3)ccc1OC(=O)c1cccc(C)c1	1.4
O=C(NCc1ccco1)C1CCN(S(=O)(=O)N2CCOCC2)CC1	2.5&-4.9
Cc1ccc(Cn2c(SCC(=O)Nc3cc(C)on3)nc3ccccc3c2=O)cc1	4.1
Cc1cn2c(-c3cccnc3)nnc2s1	5.7&-2.5
CCOC(=O)c1c(NC(=O)c2cc(-c3ccc(Br)cc3)on2)sc(C(C)=O)c1C	-129.0
CCOc1ccccc1NC(=O)c1c(NC(=O)c2ccccc2F)sc2c1CCCCC2	-18.1
O=C(c1ccc(COc2cccc3ccccc23)o1)N1CCN(c2ccccn2)CC1	-18.6
Cn1c(C(=O)N2CCC(C(N)=O)CC2)cc2c(=O)n(C)c3ccccc3c21	-4.5
CCOCCCNS(=O)(=O)c1ccc(NC(=O)c2ccccc2)cc1	3.6
CCOP(=O)(c1c(F)c(F)c(F)c(F)c1F)C(O)c1ccccc1 (stereo unspecified)	-6.6
Cc1ccc(CNC(=O)c2cc3c(=O)n4cccc(C)c4nc3s2)cc1	-1.7
CCCCOc1cccc(C(=O)Nc2ccc(Cl)cn2)c1	5.4
COCCOC(=O)C1=C(C)NC(=O)NC1c1cn(-c2ccccc2)nc1-c1ccc(C)cc1 (stereo unspecified)	-3.2
COc1cccc(C2C(C(C)=O)=C(O)C(=O)N2CC(=O)O)c1 (stereo unspecified)	-8.4
COc1ccc(N2CCN(C(=O)c3ccc4c(c3)OCO4)CC2)cc1	2.1
COc1ccc(S(=O)(=O)N(C)CC(=O)N2CCCCC2)cc1Cl	-5.5
COc1ccc(Cl)cc1NC(=O)c1cc(S(=O)(=O)NCCc2ccc(Cl)cc2)ccc1F	-57.6
Cc1cc(=O)[nH]c(SCC(=O)NCCOc2ccccc2)n1	3.6

Next section
SMILES	14-3-3 PPI
CCCOc1ccccc1C1Oc2nc(SC)nnc2-c2ccccc2N1C(=O)CC (stereo unspecified)	-9.9
CS(=O)(=O)c1ccc2nc(NC(=O)c3ccco3)sc2c1	2.3
O=C(NCCC1=CCCCC1)c1ccc2c(=O)n3c(nc2c1)CCCCC3	-2.6
CCOC(=O)c1sc(NC(=O)C(CC)Sc2nccn2C)nc1C (stereo unspecified)	-6.2
Cc1ccc2c(c1)c1c3n2C=CNC3CCC1 (stereo unspecified)	-39.5
N#CCN1CCN(CC(=O)c2ccc(Br)cc2)CC1	-2.9
Cc1cc(C)c2c(=O)[nH]n(C3CCCCCC3)c2n1	-1.6
O=c1c(N=Cc2ccccc2)cc2[nH]c3ccccc3c2n1-c1ccccc1	-30.4
CN1CCN(c2nc(-c3cccnc3)nc3ccccc23)CC1	-3.9
CC(=O)c1c(C(C)=O)c(C)n(NC(=O)c2ccncc2)c1C	-2.5
O=C(OCCN=C1NS(=O)(=O)c2ccccc21)c1ccncc1	-3.1
O=C(O)C1CCCCN1S(=O)(=O)c1ccc(F)cc1 (stereo unspecified)	-12.3
CN(Cc1ccccc1)C(=O)c1cccc([N+](=O)[O-])c1	-4.3
COc1ccc(C2C(C(=O)N3CCN(c4cccc(Cl)c4)CC3)c3cc(OC)c(OC)cc3C(=O)N2C)cc1 (stereo unspecified)	5.1
Cc1ccc(OCC(=O)Nc2sc3c(c2C#N)CCC(C)C3)c(C)c1 (stereo unspecified)	5.0
Cc1ccc(-c2noc(CN(C(=O)CCN3C(=O)c4ccccc4C3=O)C(C)C)n2)cc1	0.2
Cc1nc(SCC(=O)N2CCN(C(=O)c3ccco3)CC2)c2c(C)c(C)sc2n1	1.4
CCN1CCCC1CNC(=O)C1c2ccccc2C(=O)N(CCOC)C1c1cn(C)c2ccccc12 (stereo unspecified)	-6.1
CC(=O)N1CCc2c(sc(NC(=O)c3ccc4c(c3)OCCO4)c2C#N)C1	0.6
O=C(Cn1c(=O)n(Cc2ccccc2)c(=O)c2cc(Cl)ccc21)NCc1ccco1	-5.0
Cc1cccc(NC(=O)c2ccc(S(=O)(=O)N3CCCCC3)cc2)n1	-1.1
O=C(NCCC1=CCCCC1)c1ccc(CNS(=O)(=O)c2ccc(F)cc2)cc1	-3.0
Cc1ccc(S(=O)(=O)NCc2ccc(C(=O)n3ccnc3)cc2)cc1	-1.8
CCc1ccccc1NC(=O)C1CCN(S(=O)(=O)c2ccc(OC)cc2)CC1	2.5
Cn1c(=O)oc2cc(S(=O)(=O)NC3CCCCC3)ccc21	0.2
CC(=O)c1ccc(C(=O)Nc2nc(-c3ccc(C)cc3)cs2)cc1	-2.9
CCc1cccc(C)c1NC(=O)c1ccc(OC)c([N+](=O)[O-])c1	-6.9
CCOc1ccc(CN2CCN(S(=O)(=O)c3ccc([N+](=O)[O-])cc3)CC2)cc1	-3.4
COc1ccc(C(=O)C2C(c3ccc(O)cc3)NC(=O)NC2(O)C(F)(F)F)cc1 (stereo unspecified)	1.2

Two consecutive records out of the list so far, quoted:
SMILES	14-3-3 PPI
Cn1c(=O)oc2cc(S(=O)(=O)NC3CCCCC3)ccc21	0.2
CC(=O)c1ccc(C(=O)Nc2nc(-c3ccc(C)cc3)cs2)cc1	-2.9
